miR122 inh: miR-122 inhibition in Huh7 cells. Huh7 miR-122 Renilla luciferase sensor, 48 h; neutral wells = 0, positive control = 100. activation (reporter increase), % at 12.5 µM. hit rate 0.3% among 340,000. AID 602342;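 active = mean replicate activation score at least 90 and every replicate individually at or above 90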;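 also: higher luciferase means less miR-122 activity so hits act as miR-122 inhibitors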
* marks the source's active call; other numbers are inactive results.

Start of the data: the first two entries as a preview:
Compound	miR122 inh
COc1cc(C2CC(=O)c3cnc(NC(C)=O)nc3C2)cc(OC)c1OC (configuration not stated)	6
COC(=O)Nc1cccn(Cc2c(Cl)cccc2Cl)c1=O	-7

Results, from the first entry:
Compound	miR122 inh
COc1cc(C2CC(=O)c3cnc(NC(C)=O)nc3C2)cc(OC)c1OC (configuration not stated)	6
COC(=O)Nc1cccn(Cc2c(Cl)cccc2Cl)c1=O	-7
C=CCC(NC(C)c1ccccc1)c1ccco1 (configuration not stated)	19
CCCS(=O)(=O)N1CCC(C(=O)NCCN2CCCC2)CC1	-5
COc1nonc1NCn1nc(C)cc1C	-14
COc1ccc(-c2nc(C#N)c(N3CCCCCC3)o2)cc1	3
CC(=O)Nc1ccccc1-c1nn[nH]n1	-3
CCC1CCc2c(sc(NC(=O)c3ccoc3C)c2C(N)=O)C1 (configuration not stated)	14
CS(=O)(=O)N(CCc1ccccc1)CC(=O)N1CCN(c2ccccc2F)CC1	-5
Nc1c(S(=O)(=O)c2cccs2)c2nc3ccccc3nc2n1/N=C/c1cccc(O)c1	4
COc1ccc(-c2cc(C(F)(F)F)nc(SCCC(=O)N3CCN4CCCC4C3)n2)cc1 (configuration not stated)	-4
CCOc1ccc2nc(NC(NC(=O)CC)(C(=O)OC)C(F)(F)F)sc2c1 (configuration not stated)	0
CCCCNc1c2c3c(cccc3n(C)c1=O)C(=O)c1ccccc1-2	6
CN1CCN(C(=O)c2c(O)c3cccc4c3n(c2=O)CCC4)CC1	-4
CC(=O)Nc1ccc(C(=O)n2nc(C)cc2C)cc1	-2
CCOC(=O)c1cc(CC)sc1NC(=O)CCC(=O)O	-1
COC(=O)c1ccc(N)cc1O	6
N/C(Cc1ccc([N+](=O)[O-])cc1)=N\OC(=O)c1ccc2ccccc2c1	-1
Cc1cc(N)n(-c2nc(-c3cccnc3)nc3ccccc23)n1	-9
C=Cn1c(N2CCOCC2)nc2c1c(=O)[nH]c(=O)n2C	-6
O=C(CN1C(=O)C2C3C=CC(C3)C2C1=O)Nc1cccc2c1CCCC2 (configuration not stated)	-2
COc1ccc(CNC(=O)c2c(O)c3cccc4c3n(c2=O)CCC4)cc1OC	-1
COc1ccc2[nH]c(=O)c(CN(Cc3ccco3)C(=O)c3ccccc3)cc2c1	12
COc1ccccc1OCC(O)Cn1c(=N)n(Cc2ccccc2)c2ccccc21 (configuration not stated)	6
O=C(O)CCCC(=O)Nc1ccc(Cl)c(Cl)c1	-3
CCN(CC)CCOC(=O)c1ccc(NC(=O)C2(c3ccccc3)CCCC2)cc1	-2
COc1ccccc1N1CCN(S(=O)(=O)CC23CCC(CC2=O)C3(C)C)CC1 (configuration not stated)	-2
COC(=O)c1ccc(CC(=O)c2c(C)cc(O)cc2O)o1	13
CC(=O)NCC(=O)N(C)C(C(=O)Nc1ccc2c(c1)OCCO2)c1ccccc1 (configuration not stated)	-5
Cc1nn2cc(-c3ccc(-c4ccccc4)cc3)nc2s1	2
COc1ccc(C2NC(=O)c3sc(=S)n(-c4ccccc4)c3N2)cc1 (configuration not stated)	-2
CNc1c([N+](=O)[O-])ncn1C	-4
O=C(O)CCc1ccc(-c2ccc(F)cc2)n1CCC(=O)O	-8
COc1ccc(/C=N/n2cncn2)cc1COc1ccc(NC(C)=O)cc1	-1
COc1ccc(CNC(=S)N/N=C/c2ccc(OC)c(OC)c2)cc1	-5
CCc1cc([N+](=O)[O-])cc(CC)c1N	-4
COc1ccc(C)cc1NC(=O)CSc1nnc(-c2cc3cccc(OC)c3o2)n1N	-1
CCc1ccc(-n2nnnc2SCC(=O)NNC(=O)c2ccco2)cc1	-4
O=C1C(Nc2ccccc2)=C/C(=N/S(=O)(=O)c2cccs2)c2ccccc21	-5
COc1ccccc1C1=NOC(Cn2c(=O)c3c(ncn3C)n(C)c2=O)C1 (configuration not stated)	0
c1csc(CN2CCN(Cc3cccs3)C2c2cccs2)c1	-5
Cc1cc(C)nc(Sc2c(C)nn(-c3ccccc3)c2C)n1	-6
CCn1c(/N=C/c2ccccc2NS(=O)(=O)c2ccc(C)cc2)nc2ccccc21	0
CCOc1ccc(C(=O)Nc2ccc(NC(=O)c3ccco3)c(Cl)c2)cc1Cl	-1
CCC1(CC)Cc2ccccc2C(CC(=O)N2CCOCC2)=N1	-12
CCCCC(=O)NC1(C(F)(F)F)C(=O)Nc2c1c(=O)[nH]c(=O)n2Cc1ccco1 (configuration not stated)	-1
CCN(CC)S(=O)(=O)c1ccc2c(c1)nc(SCC(=O)NC1CC1)n2-c1ccccc1OC	4
N#Cc1cc(-c2ccccc2)nnc1Sc1ccccc1	4
Cc1ccc(C2NC(=O)c3ccccc3N2)s1 (configuration not stated)	7
CCOC(=O)NC1(C(F)(F)F)N=C(c2ccccc2)NC1=O (configuration not stated)	-2
Cc1ccc(S(=O)(=O)NCc2csc(C)n2)c(C)c1	1
O=C(Nc1ccccc1)c1ccc(CN2CCC(Cc3ccccc3)CC2)cc1	-1
Cc1cccc(C)c1OCC(O)Cn1nnc2ccccc21 (configuration not stated)	-3
Cc1cc(=O)n2[nH]c(-c3ccc(F)cc3)cc2n1	4
O=C(CCN1C(=O)c2ccccc2C1=O)NC(=S)Nc1cccc(Cl)c1	5
CN(Cc1ccc(O)cc1)C1CCCCC1	-6
CN(C)c1ccc(NC(=S)N(CCc2ccccc2)C2CC(=O)N(c3c(Cl)cccc3Cl)C2=O)cc1 (configuration not stated)	1
COc1cccc(-c2nc(=S)c3c(n2Cc2ccco2)CCCC3)c1	4
Cn1cc(C(=O)Nc2ccc(F)c(F)c2)cn1	0
CCCCn1c(SCC(=O)N2CC(C)CC(C)C2)nc2cc(S(N)(=O)=O)ccc21 (configuration not stated)	-1

Carrying on.
Compound	miR122 inh
CC(=O)CSc1nc(N)c(C#N)c(-c2cccs2)c1C#N	7
CCCn1c2ccccc2c2nnc(SCC(=O)OCC)nc21	-4
COC(=O)[C@H](CCSC)NC(=O)Nc1cc(C)ccc1C	-4
Cc1cc(C)n(C(=O)CCCC(=O)n2nc(C)cc2C)n1	5
CC1Oc2cc3oc4c(O)c(O)ccc4c(=O)c3c(O)c2C1(C)C (configuration not stated)	-13
CCOc1cc(S(=O)(=O)N2CCCCCC2)ccc1F	48
CCSc1nnc(NC(=O)CSc2ncccn2)s1	-5
COc1ccc(-c2cc(C(F)(F)F)nc(NCc3cccnc3)n2)cc1	7
c1ccc(COc2ccc(OCCn3cncn3)cc2)cc1	-7
Cc1ccc(C(=O)Nc2nc(C)c(C)s2)o1	10
Cc1ccc(NC(=O)c2cnc(SCC(=O)c3ccccc3)n(C)c2=O)cc1	10
O=C(N1CCCCCC1)N1CCN(S(=O)(=O)N2CCOCC2)CC1	-7
O=C1CC(c2ccc3c(c2)OCO3)CN1 (configuration not stated)	-3
Cc1nn(-c2ccc(Cl)cc2)c2[nH]c(=O)c(CNCc3ccc4c(c3)OCO4)cc12	7
Cc1occc1-c1nnc(SCCCC(=O)c2ccc(F)cc2)n1C	-3
COc1cccc(N(CC(=O)N2CCN(C)CC2)S(=O)(=O)c2ccc(C)cc2)c1	-1
Cc1c(N(C)C(=O)C23CC4CC(CC(C4)C2)C3)c(=O)n(-c2ccccc2)n1C	1
CCOc1ccc(CCNC(=O)CCc2nc(-c3ccc(OC)cc3)no2)cc1OCC	0
O=C(NCC1COc2ccccc2O1)c1cc2ccccc2o1 (configuration not stated)	0
COc1ccc2nc(SCC(=O)N3CC(=O)Nc4ccccc43)c(C#N)cc2c1	34

Reformatted with each value named: entries from further up
O=C(N1CCCCCC1)N1CCN(S(=O)(=O)N2CCOCC2)CC1
  miR122 inh: -7
O=C1CC(c2ccc3c(c2)OCO3)CN1 (configuration not stated)
  miR122 inh: -3
Cc1nn(-c2ccc(Cl)cc2)c2[nH]c(=O)c(CNCc3ccc4c(c3)OCO4)cc12
  miR122 inh: 7
Cc1occc1-c1nnc(SCCCC(=O)c2ccc(F)cc2)n1C
  miR122 inh: -3

The results go on.
Compound	miR122 inh
O=C(OCc1nnc(-c2ccccc2)o1)c1cn(-c2ccccc2)nc1-c1ccccc1	0
CC(=O)c1cc(-c2ccc(F)cc2)n(CC(=O)NCc2cccs2)c1C	6
Cc1ccc(CNc2ccc3c(c2)OCO3)cc1	6
COc1ccc(CCN2C(=O)CC(NCc3ccc4c(c3)OCO4)C2=O)cc1OC (configuration not stated)	0
O=C(Nc1ccn(Cc2ccccc2F)n1)c1ccc(COc2cccc(Br)c2)cc1	-5
COc1ccccc1CN1CCN(C(=O)c2ccncc2)CC1	0
O=C(Nc1nc(-c2ccc(Cl)s2)cs1)c1cccs1	2
COCc1cc(C)nc2sc(C(=O)OC(C)C)c(N)c12	10
Cc1cc(C)nc(N(C#N)CN2C(=O)c3ccccc3S2(=O)=O)n1	-1
CCCNc1c(F)c(F)c2c(C)c3ccccc3nc2c1F	-4
Cc1ccc(OCC(=O)Nc2ccc(N(C)C)cc2)cc1	-5
CCOC(=O)c1c(C)[nH]c(N=Nc2cccc(C)c2)c1C	-2
O=C(CCSc1nc(-c2ccco2)cc(C(F)(F)F)n1)Nc1ccc2c(c1)OCO2	1
Cc1ccccc1Cn1cc(NC(=O)COc2ccccc2)cn1	-3
Cc1ccc(/C=N/NC(=O)CC2N=C(Cc3ccccc3)NNC2=O)cc1 (configuration not stated)	8
CC(=O)NS(=O)(=O)c1ccc(NC(=O)/C=C/c2ccccc2Cl)cc1	-8
CC(C)C(OC(=O)C1CCCO1)C(=O)NC1CCCC1 (configuration not stated)	-5
CCOC(=O)Nc1nnc(-c2ccc(OC)c(OC)c2)s1	-6
CCOC(=O)c1sc(NC(=O)CSc2nnnn2-c2ccc(C)c(C)c2)nc1C	3
CCOC(=O)c1c(NC(=O)Cn2nnc(-c3ccc(Cl)cc3)n2)sc(C)c1C	-6

Looked up above.
Result of `COCc1cc(C)nc2sc(C(=O)OC(C)C)c(N)c12` in miR122 inh: 10
Result of `CC(=O)c1cc(-c2ccc(F)cc2)n(CC(=O)NCc2cccs2)c1C` in miR122 inh: 6
Result of `Cc1ccc(CNc2ccc3c(c2)OCO3)cc1` in miR122 inh: 6

Continuation:
Compound	miR122 inh
CCNS(=O)(=O)c1ccc(NC(=O)Cn2nc(C(F)(F)F)cc2C)cc1	-2
COC(=O)Cn1cnc2c(oc3ccccc32)c1=O	-1
COc1ccc(NC(=O)CN2c3cccc4cccc(c34)S2(=O)=O)c(OC)c1	0
COc1ccc(N(C(=O)c2ccco2)C(C(=O)NC2CCCC2)c2cccs2)cc1OC (configuration not stated)	2
Cc1ccnc2nc(C(=O)Nc3ccc(N4CCOCC4)cc3)nn12	-10
CCCc1nnc(NC(=O)CCC(=O)N2CCCCC2CC)s1 (configuration not stated)	-1
COc1ccc(-c2cn3c(C)c(C(=O)Nc4cccc(NC(C)=O)c4)sc3n2)cc1	-32
CN(CCC(=O)Nc1ccc(Br)cc1)Cc1ccccc1	5
COc1ccc(C(C)=O)cc1COC(=O)c1cccc(N(C)C)c1	-3
CC1CCc2c(sc(NS(=O)(=O)c3ccccc3)c2C(=O)OC(C)C)C1 (configuration not stated)	-5
O=c1cc(-c2ccc(F)cc2)oc2ccccc12	1
CCCn1c(O)c(CN2CCCCC2)c(C)c(C#N)c1=O	-10
CCOc1ccc2[nH]c(=O)c(CN(CC3COCCO3)C(=O)c3ccco3)cc2c1 (configuration not stated)	-3
C=CCN(CC=C)S(=O)(=O)c1ccc(NC(=S)NC(=O)/C=C/c2ccc(C)cc2)cc1	0
C[C@@]12C(=O)Nc3ccc(Cl)cc3C(=O)N1[C@H]1c3ccccc3OC[C@@H]1[C@@H]2c1ccccc1	-3
CCOC(=O)CNC(=O)CSc1ncnc2c1cnn2-c1ccccc1	-1
Nc1nc(CN2CCOCC2)cs1	2
O=C(NC1CCc2ccccc21)C1CCN(S(=O)(=O)c2ccc(-n3cnnn3)cc2)CC1 (configuration not stated)	0
CCOC(=O)c1ccc(N2C(=O)CC(N3CCN(C/C=C/c4ccccc4)CC3)C2=O)cc1 (configuration not stated)	0
COc1ccc(-c2c(C(C)=O)c(C)nc3sc4c(=O)n(-c5ccc(C)cc5)nnc4c23)cc1	2
COC(=O)CSC1=C(C#N)C(c2cccc(F)c2)CC(=O)N1 (configuration not stated)	0
CCCCOc1ccc(C(=O)C(CN2CCOCC2)c2ccccc2)cc1 (configuration not stated)	2
Cc1nc2ccc(S(=O)(=O)NCC(=O)N3CCc4ccccc43)cc2s1	1
CCOc1ccccc1N(CC(=O)Nc1ccc2c(c1)OCCO2)S(C)(=O)=O	16
O=C(NCc1ccc(F)cc1)C1CCC(=O)N1C1CCCCC1 (configuration not stated)	1
CCc1ccc(NC(=O)CSc2nnc(COc3ccc4c(c3)CCCC4)o2)cc1	-4
Cc1ccc(Nc2nc(N)nc(CN3CCN(c4ccccc4)CC3)n2)cc1Cl	-8
c1cncc(-c2nc(N3CCCCCC3)c3ccccc3n2)c1	3
COc1cccc(-c2c(C(=O)N/N=C/c3cccs3)nnn2-c2nonc2N)c1	12
Cn1nc(C(=O)Nc2ccc(S(=O)(=O)N3CCCC3)cc2)ccc1=O	-4
O=C(NCc1cccnc1)c1cccnc1-c1nc2ccccc2s1	-1
CCC(C)(C)NC(=O)C(c1ccccc1F)N(Cc1ccco1)C(=O)Cn1nnc2ccccc21 (configuration not stated)	6

High-throughput results (PubChem)

Not all compounds are listed. The share of hits here may be higher or lower than overall.
